Bioassay records: PubChem, National Center for Advancing Translational Sciences (NCATS)
Pf growth 48h: inhibits P. falciparum growth in the first generation, 48 h | P. falciparum luciferase growth in erythrocytes, 48 h | Potency, µM (series often up to 28.7 µM), for inactives: at the highest dose activity change, negative = inhibition, usual class: inhibitors | 5.9% of 310,000 active; note: potency is the fitted concentration of half-maximal effect; % is set by controls: 0 for no effect and ±100 for the full control effect
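First compound was added to culture medium, then infected red cells at 0.1% parasitemia and 2% hematocrit (final). After incubation at 37 C under 5% CO2, luciferase detection reagent was dispensed and light output recorded.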
Sm TGR inh: S. mansoni TGR enzyme inhibition; Q962Y6; purified TGR, DTNB reduction, TNB absorbance 405 nm; Potency, µM (highest dose often 114 µM), without a hit: top-dose activity change, negative = inhibition, actives largely listed as inhibitors; 3% of 360,000 active; note: potency is the fitted concentration of half-maximal effect; % is set by controls: 0 for no effect and ±100 for the full control effect; nearly all actives have a fitted effect of over 60% in size
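Kinetic colorimetric format: TGR-catalysed, NADPH-driven DTNB reduction monitored via TNB absorbance. Enzyme dispensed at 20 nM; compound exposure 15 min at room temperature before reaction start.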
Giardia FBPA inh: blocks Giardia fructose-bisphosphate aldolase activity; A8B2U2; purified Giardia FBPA; Potency, µM (series often up to 59.6 µM), without a hit: at the top dose activity, negative = inhibition, actives largely listed as inhibitors; 0.71% of 290,000 active; note: potency is the fitted concentration of half-maximal effect; % is set by controls: 0 for no effect and ±100 for the full control effect; nearly all actives have a fitted effect of over 55% in size
Target sequence (A8B2U2 whole entry, looked up): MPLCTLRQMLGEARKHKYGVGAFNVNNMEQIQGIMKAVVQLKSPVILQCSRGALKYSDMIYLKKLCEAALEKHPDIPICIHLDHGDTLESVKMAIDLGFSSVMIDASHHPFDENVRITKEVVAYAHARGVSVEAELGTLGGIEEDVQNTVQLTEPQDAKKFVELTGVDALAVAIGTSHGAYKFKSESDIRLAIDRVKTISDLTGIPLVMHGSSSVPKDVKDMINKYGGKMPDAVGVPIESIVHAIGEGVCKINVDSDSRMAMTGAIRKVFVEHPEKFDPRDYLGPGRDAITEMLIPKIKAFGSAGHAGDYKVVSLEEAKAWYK
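40 nM FBPA preincubated 10 min at RT with compound (up to 57.5 uM final), then substrate plus GAPDH/TPI/NAD/arsenate coupling and diaphorase/resazurin added. Fluorescence read after 20 min at RT, 525/598 nm.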
Shiga toxin inh: blocks Shiga toxin action in Vero cells. Vero cells, Shiga toxin protein synthesis inhibition reporter. inhibition, % at 38.7 µM. 9.2% of 290,000 active. AID 2315; in the data active = inhibition mostly above about 28%, no sharp cut-off; inactive = mostly below about 43%; note: 0% is about no effect
CHX counter: affects cycloheximide protein synthesis inhibition readout, counter-screen | cell reporter, cycloheximide protein synthesis inhibition counterscreen | max response, % | 12% of 300,000 active | AID 2314; in the data active = max response mostly above about 13%, no sharp cut-off; inactive = mostly below about 14%; note: read at 38.3 µM for the half of the compounds with a filed dose; 0% is about no effect
Pf growth 96h: P. falciparum growth inhibition at 96 hour, primary screen for plastid delayed-death inhibitors | 6.9% of 320,000 active | AID 504834 | Potency, µM (titrated, usually from 28.7 µM), for the others: at the top dose activity change, negative = inhibition, actives largely listed as inhibitors | P. falciparum luciferase reporter growth, 96 h; note: potency is the fitted concentration of half-maximal effect; % is set by controls: 0 for no effect and ±100 for the full control effect
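P. falciparum expressing integrated firefly luciferase grown in erythrocytes (2% hematocrit, 0.05% parasitemia final) with compounds for 96 hours at 37 C, 5% CO2. Growth inhibition read as loss of luminescence after adding luciferase detection reagent.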
* = called active by the depositor; ? = inconclusive; . = not tested or not shown; & = joins results of further samples; [ ] = remark or other dose. Unless noted, calls come from the whole dose curve; as a rule, active = well fitted curve in the direction sought with a large enough effect; inconclusive = small, poorly fitted or top-dose-only effect, or another doubt; inactive = no such curve, though single readings can be large; an effect the other way counts as inactive or inconclusive.

no.	mol	Pf growth 48h	Sm TGR inh	Giardia FBPA inh
1	COc1ccc(N(CC(=O)NCc2ccco2)C(=O)CCC(=O)Nc2nccs2)cc1	0.8%	-7.3%	-1.1%
2	CC(C)C[C@H](NC(=O)c1nc[nH]c1C(=O)N1CCc2ccccc2C1)C(=O)OC(C)(C)C	?	-15.1%	-18.7%
3	C=CCN1C(=O)CN=C1Nc1cc(C)cc(C)c1	-4.6%	?	-26.1%
4	CC(NC1CCN(Cc2ccccc2)CC1)c1ccc(F)cc1 (configuration not stated)	?	-19.3%	?
5	CC1CCCC(C)N1/N=C/c1cccc([N+](=O)[O-])c1 (configuration not stated)	12.9%	-15.7%	-12.2%
6	CSCCNC(=O)c1cccc(Cl)c1	9.9%	.	-1.9%
7	CN(C)CC(C)(C)CNS(=O)(=O)c1ccc(OC(F)(F)F)cc1	2.5%	3.4%	2.6%
8	CCc1ccc(NC(=O)CSc2nncn2-c2cccnc2)cc1	55.7%[activator]	-3.9%	3.5%

no.	Shiga toxin inh	CHX counter	Pf growth 96h
1	-15.2	-0.7	0.4%
2	-3.6	-4.9	-17.2%
3	21.8	0.5	?
4	-26.0	-2.9	?
5	14.9	7.1	?
6	16.9	-3.0	42.6%[activator]
7	-1.0	-0.7	2.3%
8	150.9*	32.1*	41.8%[activator]

The list goes on:
no.	mol	Pf growth 48h	Sm TGR inh	Giardia FBPA inh
9	CCOC(=O)Cn1nnnc1CN1CCN(c2ccc(OC)cc2)CC1	22.1%	5.2%	0.3%
10	CC1=C(n2nnc3ccccc32)C(c2ccccc2)C(C#N)=C(N)O1 (configuration not stated)	12.9%	35.5µM*	?
11	CC(C)c1ccc(NC(=O)CSc2nc3ncccc3[nH]2)cc1	-3.7%	-6.6%	0.3%
12	Cc1ccc(C)c(NC(=O)Cn2nc(-c3ccccc3)nc2-c2ccccc2)c1	1.9%	-9.2%	-0.7%
13	OCCCCNCc1ccc(OCc2ccc(Cl)cc2)cc1	?	0.7%	1.5%
14	CCc1cccc(CC)c1-n1c(SCc2cc(=O)n3ccsc3n2)nnc1-c1cccnc1	14.7µM*	-29.2%	1.6%
15	N#Cc1ncc(C(F)(F)F)cc1Sc1ccc(N)cc1	.	-2.7%	4.2%
16	COc1ccc(NS(=O)(=O)c2cccc(C(=O)N(C)CC(=O)Nc3ccc(C)cc3)c2)cc1	-2.6%	-4.5%	.

no.	Shiga toxin inh	CHX counter	Pf growth 96h
9	-11.4	0.4	25.9%
10	-3.6	6.3	.
11	17.9	18.8*	-14.7%
12	-5.5	-3.9	?
13	28.9	-1.9	14.7µM*
14	-20.3	-3.4	10.4µM*
15	-15.6	-5.5	?
16	.	.	?

Another view of 8 compounds above:
no.	compound	Pf growth 48h	Sm TGR inh	Giardia FBPA inh	Shiga toxin inh	CHX counter	Pf growth 96h
6	CSCCNC(=O)c1cccc(Cl)c1	9.9%	.	-1.9%	16.9	-3.0	42.6%[activator]
7	CN(C)CC(C)(C)CNS(=O)(=O)c1ccc(OC(F)(F)F)cc1	2.5%	3.4%	2.6%	-1.0	-0.7	2.3%
8	CCc1ccc(NC(=O)CSc2nncn2-c2cccnc2)cc1	55.7%[activator]	-3.9%	3.5%	150.9*	32.1*	41.8%[activator]
9	CCOC(=O)Cn1nnnc1CN1CCN(c2ccc(OC)cc2)CC1	22.1%	5.2%	0.3%	-11.4	0.4	25.9%
10	CC1=C(n2nnc3ccccc32)C(c2ccccc2)C(C#N)=C(N)O1 (configuration not stated)	12.9%	35.5µM*	?	-3.6	6.3	.
11	CC(C)c1ccc(NC(=O)CSc2nc3ncccc3[nH]2)cc1	-3.7%	-6.6%	0.3%	17.9	18.8*	-14.7%
12	Cc1ccc(C)c(NC(=O)Cn2nc(-c3ccccc3)nc2-c2ccccc2)c1	1.9%	-9.2%	-0.7%	-5.5	-3.9	?
13	OCCCCNCc1ccc(OCc2ccc(Cl)cc2)cc1	?	0.7%	1.5%	28.9	-1.9	14.7µM*

Remaining list, next part
no.	mol	Pf growth 48h	Sm TGR inh	Giardia FBPA inh
17	O=C(c1cc2c(s1)CCC2)N1CCN(c2ccccc2)CC1	2.0%	-18.8%	1.1%
18	Cc1nnc(-c2ccccc2)nc1N1CCOCC1	13.0%	4.3%	3.8%
19	CCN(CC(=O)NC(=O)NC1CCCCC1)Cc1nc2ccccc2c(=O)[nH]1	-17.2%	-23.8%	?
20	CCCc1ccc(S(=O)(=O)NCCc2ccncc2)cc1	-9.2%	7.6%	-0.2%
21	CC(=O)Nc1cccc(NC(=O)CSc2ncc(-c3ccc(Cl)cc3)n2Cc2ccco2)c1	?	-19.0%	-0.4%
22	CC(C)(Oc1ccc(Cl)cc1)C(=O)N(Cc1ccccc1)c1ccccn1	?	-1.8%	1.8%
23	O=C(CSc1nnc(-c2ccco2)o1)NC(=O)C1COc2ccccc2O1 (configuration not stated)	30.9%[activator]	?	-9.5%
24	CCOc1ccccc1N1CSC2=C(C#N)C(c3c(OC)ccc4ccccc34)CC(=O)N2C1 (configuration not stated)	.	12.6µM*	6.29µM*

no.	Shiga toxin inh	CHX counter	Pf growth 96h
17	44.1	35.8*	.
18	-10.5	-1.8	62.0%[activator]
19	-5.7	-3.7	.
20	-3.8	-3.2	?
21	-5.6	2.2	?
22	-13.0	-2.4	1.85µM*
23	16.9	2.2	-19.9%
24	1.1	0.9	?

The listing continues:
no.	mol	Pf growth 48h	Sm TGR inh	Giardia FBPA inh
25	CC(=O)c1c(C)[nH]c(C(=O)N2CCCC(C)C2)c1C (configuration not stated)	38.8%[activator]	0.0%	2.8%
26	CC(C)(C)C(=O)NC(=S)NNC(=O)c1ccc(-c2ccccc2)cc1	?	4.0%	16.5%
27	CCc1cccc(CC)c1NC(=O)CSc1nc2ccc(N3C(=O)C4C(C3=O)[C@H]3C=C[C@@H]4C3)cc2s1 (some centres not stated)	-11.8%	8.3%	-0.6%
28	CCC1/C(=N\O)CC(c2ccco2)NC1c1ccco1 (configuration not stated)	26.8%	17.5%	-1.0%
29	NS(=O)(=O)c1ccc(CCNC(=O)COC(=O)CN2C(=O)C3CCCCC3C2=O)cc1 (configuration not stated)	0.9%	3.8%	1.7%
30	Cc1ccc[n+](CC(=O)Nc2ccc([N+](=O)[O-])cc2)c1	?	35.5µM*	-23.7%
31	COc1ccc(C2(O)CCN(Cc3nnnn3Cc3ccc(C)cc3)CC2)cc1	?	-23.7%	4.2%
32	Cn1c(=O)cc(OCC(=O)N2CCN(c3ccccc3F)CC2)c2ccccc21	?	-0.5%&-0.3%	-10.0%

no.	Shiga toxin inh	CHX counter	Pf growth 96h
25	-8.1	-2.7	-1.1%
26	-8.2	-1.9	-0.1%
27	18.6	-3.8	-17.2%
28	12.5	-0.9	26.6%
29	-4.2	-2.4	5.0%
30	.	-2.0	?
31	-12.8	-7.5	?
32	-6.6	1.1	-18.0%

(cont.)
no.	mol	Pf growth 48h	Sm TGR inh	Giardia FBPA inh
33	Brc1ccc(CSc2nnc(-c3ccco3)o2)cc1	19.4%	-1.9%	-1.1%
34	NNC(=O)C(=O)Nc1ccc(O)cc1	0.0%	-5.2%	-12.7%
35	O=[N+]([O-])c1ccc(S(=O)(=O)NCC(c2cccnc2)N2CCOCC2)cc1 (configuration not stated)	26.5%	0.2%	-0.1%
36	NC(=O)c1nsc(C(=O)N(Cc2ccco2)C(C(=O)NC2CCCC2)c2ccc(O)cc2)c1N (configuration not stated)	?	1.6%	0.4%
37	CNS(=O)(=O)c1ccc(NC(=O)C2CC(=O)N(c3ccc(Cl)cc3)C2)cc1 (configuration not stated)	-7.4%	11.1%	0.0%
38	Cn1c(=O)n(C)c2cc(N3CCCCC3)c(NC(=O)c3cccc(Cl)c3)cc21	10.4µM*	-25.5%	.
39	CN(C(=O)c1ccc(NC(=O)Cc2cccc(NC(=O)C3CCCN(C(=O)C4CCCC4)C3)c2)cc1)C1CCCC1 (configuration not stated)	11.7µM*	6.6%	.
40	CCN(CC)CCNS(=O)(=O)c1ccc(OC)c(Br)c1	.	0.9%	4.6%

no.	Shiga toxin inh	CHX counter	Pf growth 96h
33	69.1*	63.0*	-1.6%
34	71.0	23.3*	36.9%[activator]
35	-18.4	-6.0	19.4%
36	3.4	-4.8	-8.1%
37	-19.0	0.7	-0.7%
38	-4.0	-2.1	?
39	.	.	3.7µM*
40	-8.6	-3.2	19.5%

Remaining list, next part:
no.	mol	Pf growth 48h	Sm TGR inh	Giardia FBPA inh
41	N/C(=N\OC(=O)CCCN1C(=O)c2ccccc2C1=O)c1ccc(Cl)cc1	41.8%[activator]	-26.2%	2.9%
42	Cc1ccc(Cl)cc1N1CCN(S(=O)(=O)N2CCCCC2)CC1	-16.2%	-18.4%	4.0%
43	COc1ccc(Cl)cc1C(=O)NNC(=O)c1cccc([N+](=O)[O-])c1	27.5%	.	7.1%
44	Cc1cc(C(=O)N/N=C2\CC(=O)CC(C)(C)C2)c2ccccc2n1	?	-22.8%	?
45	COc1ccc(OC)c(N(CC(=O)N2CCCC2)S(=O)(=O)c2ccc(C)cc2)c1	-16.2%	0.4%	2.5%
46	CCn1c(C)c(C)c2cc(C(=O)Nc3cccc(Cl)c3)ccc21	?	-31.1%	-6.6%
47	COc1ccc(-n2c(-c3cnccn3)n[nH]c2=S)cc1	11.4%	0.0%	?
48	CC(=O)NC(c1ccco1)c1cc(Br)c2cccnc2c1O (configuration not stated)	?	?	.

no.	Shiga toxin inh	CHX counter	Pf growth 96h
41	-4.5	-5.9	?
42	11.0	8.0	34.4%[activator][5.75 µM]
43	18.6	-3.6	48.0%[activator]
44	0.9	-3.4	-28.8%
45	-3.2	-4.3	11.4%
46	37.0	20.7*	14.7µM*
47	-0.6	-2.9	-5.2%
48	.	.	?

Next section.
no.	mol	Pf growth 48h	Sm TGR inh	Giardia FBPA inh
49	Cn1cccc1/C=C(\C#N)C(N)=S	7.8%	7.2%	-1.7%
50	CCc1nnc2c(NCCc3ccc(OC)c(OC)c3)nc3ccccc3n12	?	?	0.6%
51	O=C(NCc1ccccc1)c1n[nH]nc1-c1ccccc1O	50.8%[activator]	-13.7%	-7.4%
52	CCOC(=O)c1nn(-c2ccc(F)cc2)c(=O)c(C#N)c1C	-3.5%	-30.5%	2.1%
53	CC1=CC(C)(C)N(C(=O)CN2C(=O)c3ccccc3C2=O)c2ccc(C)cc21	?	-2.5%	-19.7%
54	C=CC(=O)c1ccc(CCCCCC)cc1	.	.	12.6%
55	O=[N+]([O-])c1ccccc1OCCOCCOc1cccc2cccnc12	-3.2%	-3.5%	-28.8%
56	CN(c1ccc(S(=O)(=O)N2CCOCC2)cn1)C1CCCCC1	-19.3%	5.6%	-0.2%
57	CN(C)c1cccc2c1c(NC(=O)c1ccc(Cl)cc1)nn2C	-12.9%	-6.8%	17.7µM*
58	COc1ccc(C(=O)NCc2ccc(N3CCN(C(=O)OC(C)(C)C)CC3)cc2)cc1	?	-4.8%	10.1%

no.	Shiga toxin inh	CHX counter	Pf growth 96h
49	1.8	-0.8	?
50	22.3	-1.2	-15.1%
51	50.2	18.0*	0.0%
52	.	-4.8	?
53	11.5	2.0	?
54	26.4	5.6	.
55	-4.9	0.9	-14.5%
56	15.6	1.1	1.8%
57	12.1	0.6	?
58	25.4	15.2	?

Screen by screen, as entered above.
Entries 52–57 in Shiga toxin inh: ., 11.5, 26.4, -4.9, 15.6, 12.1
